TGFb inhibitor: qHTS for Inhibitors of TGF-b | HepG2 CAGA-GFP TGF-b/SMAD3 reporter, GFP fluorescence, 18 h; TGF-beta stimulated, 500 pg/mL final | Potency, µM (doses to about 46.1 µM), for inactives: at the highest dose activity, negative = inhibition, usual class: inhibitors | 1.2% of 410,000 active; note: potency is the fitted concentration of half-maximal effect; % is set by controls: 0 for no effect and ±100 for the full control effect; nearly all actives have a fitted effect of over 65% in size
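TGF-beta reporter screen: HEPG2 CAGA-GFP, 1% FBS, 500 pg/mL TGF-beta final, 18 h; per-cell GFP summed per well; curves fitted and categorized by class.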
CCT chaperon mod: High-Throughput Screening for Modulators of Cytosolic Chaperonin Activity. purified chaperonin ATPase assay, HTRF ADP detection, 30 min. 0.3% of 360,000 active. AID 651819, 2012. activity change, % (test concentration not listed), hits read low; in the data active = activity change below about -30%; note: % is set by controls: 0 for no effect and ±100 for the full control effect
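We incubate TRiC, 40 or 20 nM final, with library compounds at 76 uM and 10 uM ATP for 30 min at 37 °C. ADP formed is detected with Transcreener HTRF reagents after 30 min at room temperature.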
A549 tox: Nrf2 qHTS screen for inhibitors: counterscreen for cytotoxicity | 0.16% of 390,000 active | A549 ARE-Fluc cells, CellTiter-Fluor viability, 18-24 h | Potency, µM (highest dose often 46 µM), inactives show at the highest dose activity change, negative = cytotoxicity, usual class: inhibitors; note: potency is the fitted concentration of half-maximal effect; % is set by controls: 0 for no effect and ±100 for the full control effect
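Cytotoxicity counterscreen: CellTiter-Fluor fluorescence was measured in A549 ARE_Fluc cells after 18-24 h of compound exposure in a concentration series. The subsequent BugLite luminescent read reports ARE-luciferase activity.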
ATXN viability: Viability Counterscreen for Primary qHTS for Inhibitors of ATXN expression. S2 cells (HEK-293 line with an ATXN2-luciferase reporter) viability, CellTiter-Fluor protease fluorescence, 24 h. Potency, µM (doses to about 56.7 µM), most hits filed as cytotoxic. 0.49% of 400,000 active. AID 651635, 2014; note: potency is the fitted concentration of half-maximal effect; nearly all actives have a fitted effect of over 40% in size
Mm-Cpn inhibitor: Inhibitors of TCP-1 ring complex (TRiC) of Methanococcus maripaludis (MmCpn): qHTS. Chaperonin Mm-Cpn (Methanococcus maripaludis). purified Mm-Cpn ATPase, ADP Transcreener TR-FRET. Potency, µM (titrated, usually from 76.9 µM), for inactives: at the highest dose activity, negative = inhibition, hits mostly inhibitors. 0.031% of 330,000 active. AID 504842, 2011; note: potency is the fitted concentration of half-maximal effect; % is set by controls: 0 for no effect and ±100 for the full control effect; nearly all actives have a fitted effect of over 80% in size
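Quantitative HTS used 25 nM Mm-CPN and 10 uM ATP in magnesium/KCl Tris buffer, pH 7.4, with 1 mM DTT. Hydrolysis ran 30 min at 37°C; ADP was read by HTRF.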
HepG2 viability: qHTS for Inhibitors of TGF-b: Cytotox Counterscreen. HepG2 CAGA-GFP viability, ATP luminescence, 18 h. Potency, µM (highest dose often 46.1 µM), for inactives: at the top dose activity change, negative = cytotoxicity, actives largely listed as cytotoxic. 0.76% of 410,000 active; note: potency is the fitted concentration of half-maximal effect; some results filed as inactive show a strong effect at the top dose
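HepG2 CAGA-GFP cells (1000/well, DMEM with 1% FBS) received compound, then TGF-beta at 500 pg/mL final, and were incubated 18 hours at 37 degrees C. Viability was read by CellTiter-Glo luminescence. Media-only wells were set as complete cell-killing and DMSO as no toxicity.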
Nrf2 ARE act: qHTS of Nrf2 Activators. AID 624171, 2012. AREc32 ARE-luciferase reporter (MCF7-derived line), luminescence, 24 h. 0.31% of 410,000 active. Potency, µM (series often up to 46.1 µM), without a hit: at the top dose activation, most hits filed as activators; note: potency is the fitted concentration of half-maximal effect; % of control where 0% means no effect; nearly all actives have a fitted effect of over 65% in size
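AREc32 cells carrying an ARE-driven firefly luciferase, 1000 cells/well in OPTI-MEM with 5% FBS, dosed after overnight attachment and incubated 24 hr at 37 deg C. Steady-Glo luminescence read after 30 min at RT.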
Akt phos inh: HTS Assay for Inhibitors of Akt Phophorylation: Primary Screen; Neuro2A IGF-stimulated pAkt S473 HTRF, 20 min; stronger effect = lower value; activity change, % for hits at 50 µM; 0.32% of 360,000 active; AID 651550, 2012; in the data active = activity change below about -80%; inconclusive = mostly about -51% to -80%; note: % is set by controls: 0 for no effect and ±100 for the full control effect
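Neuro2A cells in DMEM with 0.5% FBS, overnight at 37 deg C, given compound at single 50 µM final, then IGF (6 nM final) for 20 min at 37 deg C. Lysed; phospho-Akt Ser473 by HTRF after 24 h, 665/615 ratio.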
Nrf2 inh: Nrf2 qHTS screen for inhibitors; A549 ARE-Fluc reporter, luciferase luminescence, 18-24 h; Potency, µM (titrated, usually from 46 µM), without a hit: top-dose activity change, negative = inhibition, hits mostly inhibitors; 2.1% of 360,000 active; AID 504444, 2011; note: potency is the fitted concentration of half-maximal effect; % is set by controls: 0 for no effect and ±100 for the full control effect; nearly all actives have a fitted effect of over 60% in size
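Reporter: ARE-Fluc in A549. Exposure: 18-24 h, 37 °C, 5% CO2, 5% FBS OPTI-MEM. Readouts: fluorescent cytotoxicity (CellTiter-Fluor), then luminescent Nrf2 signal after BugLite.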
Numbers without * were called inactive; i = inactive; ? = inconclusive; / = not tested or not shown; & = joins results of further samples; [ ] = remark or other dose. Unless noted, calls come from the whole dose curve; as a rule, active = well fitted curve in the direction sought with a large enough effect; inconclusive = small, poorly fitted or top-dose-only effect, or another doubt; inactive = no such curve, though single readings can be large; an effect the other way counts as inactive or inconclusive.

molecule	TGFb inhibitor	CCT chaperon mod	A549 tox	ATXN viability	Mm-Cpn inhibitor	HepG2 viability	Nrf2 ARE act	Akt phos inh	Nrf2 inh
O=C(NCCc1ccccc1)[C@@H]1CC=C[C@@H]2CCN(Cc3ccccc3)C(=O)[C@@H]21	3%&0%	-0.6	-6%	i	/	-8%&-9%	0.6%	i	10%
Cc1cccc(N2C(=O)C(O)=C(C(=O)c3cccs3)C2c2ccc(C(C)C)cc2)n1 (stereo not drawn)	-9%	-1.2	-22%	i	0%	-2%	-0.7%	i	?
CC(=O)N(C)c1ccc(NC(=O)/C=C/c2ccccc2Cl)cc1	4%	1.4	2%	i	-2%	-15%	7.4%	i	/
COC(=O)c1ccc(CSc2nnc(CS(=O)Cc3ccc(Br)cc3)n2-c2ccccc2)cc1 (stereo not drawn)	?	-1.8	-2%	i	0%	-39%	-0.6%[9.22 µM]	i	-8%
CSc1nc(-c2ccc(N(C)C)cc2)c(C#N)c(=O)n1C	19%	-4.4	-2%	/	-1%	-6%	10%	i	0%
CN1CCN(S(=O)(=O)Cc2ccc(Cl)cc2)CC1	-1%	1.2	0%	?	-1%	-21%	-0.1%	i	-18%
O=c1cc(N2CCc3ccccc32)[nH]c(=O)n1-c1ccc(Cl)cc1	12%	-4.7	-1%	i	2%	-7%	-0.5%	i	-2%
COc1ccc(-c2nnc(SCC(=O)Oc3ccc(C)cc3)o2)cc1	-8%	1.6	-9%	i	-1%	3%	-1.3%	i	-1%
O=C(Cn1c(-c2cccs2)cc2cc(F)ccc21)N1CCN(c2cccc(Cl)c2)CC1	0%	/	1%	i	/	7%	3.5%	/	6%
COc1cccc(-c2oc3ccc(C)cc3c(=O)c2O)c1	8.9µM*	/	-1%	i	/	-30%	-1.4%	/	2%
CS(=O)(=O)N1CCc2cc(C(=O)OCC(=O)c3ccccc3)ccc21	-3%	-1.5	-4%	i	0%	-3%	2.0%	i	?
COc1cccc(OC)c1OCCCOc1cccc2cccnc12	-1%	-3.9	1%	i	3%	4%	6.7%	i	4%
COc1cccc(CNC(=O)C2CCN(C(=O)N3CCOc4ccc(Cl)cc43)CC2)c1OC	-29%	/	3%	/	/	-23%	6.8%	/	1%
CCOC(=O)C1(NC(=O)C2(N3C(=O)c4ccccc4C3=O)CCCC2)CCCC1	-2%	-0.1	-1%	i	/	-29%	-0.7%	i	?
Cc1ccc(S(=O)(=O)N2C[C@H]3C(=O)C[C@@H](c4ccc(Cl)cc4)N(S(=O)(=O)c4ccccc4C)[C@H]3C[C@H]2c2cccc(Cl)c2)cc1	6%	0.5	/	?	/	-10%	-0.4%	i	/
CCCn1c(=O)c(C(=O)Nc2cc(C)ccn2)c(O)c2ccccc21	-9%	-2.3	2%	i	2%	-1%	2.5%	i	2%
CCc1cc(C(=O)Nc2ccc(C)cc2Br)cs1	-17%	-1.1	-8%	i	2%	-31%	?	i	?
CCCS(=O)(=O)N1CC(=O)N(c2ccccc2C)C(C)(C(=O)NC2CCCC2)C1 (stereo not drawn)	0%	/	1%	/	/	-18%	-1.1%	/	-2%
Cc1[nH]c2ccccc2c1C(=O)CSc1ncn[nH]1	-2%	-0.6	-5%	i	-9%	-10%	0.2%	i	5%
CN(Cc1ccon1)C(=O)CCc1nnc(Cc2ccc(-c3ccccc3)cc2)o1	1%	-11	0%	i	-1%	-5%	3.8%	i	?
COc1ccc(CC(=O)N/N=C/c2ccc(Cl)s2)cc1OC	-22%	-3.9	1%	i	0%	-11%	0.0%	i	?
COc1ccc(OC)c(NC(=O)C2(C)CCN2C(=O)C(C)(C)c2ccccc2)c1 (stereo not drawn)	-10%	-0.2	/	i	/	7%	-0.5%	i	/
C=C1C[C@H](O[C@@H]2O[C@H](CO)[C@@H](O)[C@H](O)[C@H]2O)[C@@H]2[C@H](OC(=O)[C@H]2C)[C@H]2[C@H](C)[C@@H](O)C[C@@H]12	6%	-4.3	1%	i	-2%	1%	0.0%	i	20%
O=C(CSc1nnc2nnc3ccccc3n12)N1CCOCC1	3%	1.6	-7%	i	-2%	8%	-0.6%	i	2%
Cc1ccc(S(=O)(=O)Nc2cccc(N(C)S(C)(=O)=O)c2)cc1[N+](=O)[O-]	-7%	-5.9	2%	/	0%	5%	0.4%	i	-14%
S=c1nc(-c2ccccc2)[nH]c2ccccc12	-26%	-0.5	3%	i	-1%	-12%	27%	i	?
O=C(CNC(=O)c1ccc(Cl)cc1Cl)OCc1nnc(-c2ccccc2Br)o1	2%	-2.7	-5%	?	-1%	1%	1.3%	i	8%
N#CCCN1CCN(S(=O)(=O)c2ccc(S(=O)(=O)NCC3CCCO3)cc2)CC1 (stereo not drawn)	-9%	-1.9	10%	i	3%	-1%	2.2%	i	7%
Cc1ccc(NC(=O)C(NC2CCCc3ccccc32)c2ccccc2)cc1Cl (stereo not drawn)	0%	-2.6	4%	i	0%	-15%	1.7%	i	-4%
Cc1ccc(C(=O)Nc2nnc(C)s2)cc1	4%	0.0	0%	i	-6%	1%	-0.2%	i	?
CC1CCCC(NC(=O)c2cccc(N3CCCC3=O)c2)C1C (stereo not drawn)	-1%	-0.8	5%	i	0%	-4%	4.1%	i	18%
CCOP(=O)(OCC)C(NC(=O)Nc1ccc(Cl)cc1)c1ccccc1 (stereo not drawn)	0%	0.5	1%	i	-2%	8%	1.1%	i	4%
COc1ccc(NS(=O)(=O)c2cc3c4c(c2)CCN4C(=O)CC3)cc1OC	-11%	0.0	-1%	i	-1%	8%	-0.8%	i	-11%
O=[N+]([O-])c1ccc(N2CCCCC2)c(-c2nn[nH]n2)c1	-23%	-0.9	2%	i	-1%	-14%	-0.2%	i	4%
S=C(NCCCc1cnc[nH]1)NCCCN(CCc1ccccc1)c1ccc(Br)cn1	?	/	-15%&11%	/	/	-53%&-101%	/	/	0%&7%
CCOc1ccc(NC(=O)CCc2nnc3ccc(N4CCC(C)CC4)nn23)cc1	-9%	2.0	-7%	i	-1%	-2%	1.5%	i	-22%
CCC(=O)OCCn1c(=O)c2ccccc2c2ccccc2c1=O	5%	-2.4	-2%	i	-3%	-2%	0.0%	i	-2%
C/C(=N\NC(=S)Nc1cc(S(=O)(=O)N2CCOCC2)ccc1Cl)c1ccccc1F	?	-1.2	7%	i	3%	-52%	-0.4%	i	?
COc1cccc(N2C(=O)CC(N3CCN(c4ccc([N+](=O)[O-])cc4)CC3)C2=O)c1 (stereo not drawn)	2%	-1.0	-15%	?	-2%	10%	-0.9%	i	4%
COc1ccc(/C=N/Nc2ccc(C(=O)O)cc2)cc1Br	3%	2.9	-4%	i	-4%	-19%	-0.4%	i	?
O=C(NCCN1CCN(C(=O)c2ccc(F)cc2)CC1)c1ccc(F)cc1	17%	-1.9	-3%	?	0%	-6%	-0.5%	i	-2%
CN(C)S(=O)(=O)N1CCC(Cc2ccccc2)CC1	-29%	-0.6	-9%	i	5%	6%	-0.7%	i	13%
Cc1c(C(=O)NCc2ccc3c(c2)OCO3)oc2ccc(S(=O)(=O)N3CCCCC3)cc12	12%	-3.9	0%	i	-2%	-10%	-0.3%	i	/
CN(C)/C=N/c1nc2ccc3c(c2s1)CCCC3	-3%	-0.6	1%	i	0%	-12%	3.1%	i	?
O=C(Nc1ccccc1F)C(c1ccccc1)c1ccccc1	-5%	0.5	-4%	i	/	14%	1.7%	i	1%
COc1ccc(C(=O)N/N=C/c2ccc(OC)c(COc3c(F)c(F)cc(F)c3F)c2)cc1	0%	-0.9	2%	i	0%	-35%	-0.9%	i	-15%
COC(=O)c1sccc1NC(=O)COc1ccc(Cl)cc1	15%	-1.2	2%	i	1%	0%	2.6%	i	4%
COc1cc(C(N)=O)cc(Cl)c1OC	-8%	-1.8	2%	i	-4%	9%	-0.6%	i	-4%
Cc1ccc2c(COC(=O)C34CC5CC(CC(C5)C3)C4)cc(=O)oc2c1	?	3.1	1%	i	0%	-3%	0.0%	i	?
NC(=O)c1ccsc1NC(=O)C1CCN(S(=O)(=O)c2cccs2)CC1	0%	-1.0	6%	i	-1%	-35%	0.5%	i	-19%
C=C1CCC[C@]2(C)C[C@H]3OC(=O)C(CN4CC(C)OC(C)C4)[C@H]3C[C@@H]12 (stereo partly drawn)	?	1.4	-8%	i	-2%	-3%	?	i	?
CN(C)S(=O)(=O)c1ccc(N2CCOCC2)nc1	5%	-0.6	-14%	i	-1%	5%	-0.7%	i	-1%
COc1cc(CNC(=O)CCC(=O)N2C[C@H]3C[C@H](C2)c2cccc(=O)n2C3)cc(OC)c1OC	-1%	-1.5	6%	i	0%	-11%	-0.4%	i	8%
O=C(c1ccc2c(c1)OCO2)N1CCc2ccccc21	-4%	-2.6	0%	i	1%	-18%	3.0%	i	?

Gathered by group, those above with a cyano group (two)
molecule	TGFb inhibitor	CCT chaperon mod	A549 tox	ATXN viability	Mm-Cpn inhibitor	HepG2 viability	Nrf2 ARE act	Akt phos inh	Nrf2 inh
CSc1nc(-c2ccc(N(C)C)cc2)c(C#N)c(=O)n1C	19%	-4.4	-2%	/	-1%	-6%	10%	i	0%
N#CCCN1CCN(S(=O)(=O)c2ccc(S(=O)(=O)NCC3CCCO3)cc2)CC1 (stereo not drawn)	-9%	-1.9	10%	i	3%	-1%	2.2%	i	7%

Assay outcomes (PubChem BioAssay)
